SSB-PriA inh: blocks PriA binding to SSB C-terminal tail; hit rate 0.6% among 430,000; inhibition, % at 33 µM; AlphaScreen SSBct-PriA binding, biotinylated peptide; in the data active = inhibition mostly above about 37%, no sharp cut-off; inactive = mostly below about 20%;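 note: plate controls were negative control peptide for no effect and reference peptide for full effect; strong numbers were not always called active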
* hit, by the source's call; & = joins results of further samples. This is a subset, so the mix of outcomes need not match the whole.

CC(CC(=O)Nc1ccc(Cl)cc1Cl)=NNC(=O)c1cnccn1 was read as SSB-PriA inh 2.
`CC(=Nn1cnnc1)c1cccnc1` gave SSB-PriA inh 7.
Cc1cc(S(=O)(=O)C(CNC(=O)c2ccc(C(F)(F)F)cc2)c2ccco2)ccc1F (stereo not given) was read as SSB-PriA inh -12.
CSc1nc2ccc3nc(NC(=O)c4ccccc4Oc4ccccc4)sc3c2s1 was read as SSB-PriA inh -21.
For C[C@](O)(CNC(=O)C(=O)NCc1cccs1)c1cc2ccccc2s1 the results were SSB-PriA inh 7.
Screening COc1cccc(OC)c1C(=O)NCCn1nc(-c2cccnc2)ccc1=O returned SSB-PriA inh -11.
Screening CSc1ccc(CC(=O)N2CCC(Oc3nc4c(F)cc(F)cc4s3)CC2)cc1 returned SSB-PriA inh 2.
Screening CCCn1cc(C(=O)NCc2c(F)cccc2F)c2nn(-c3ccccc3)c(=O)c-2c1 returned SSB-PriA inh -3.
Screening CC(=O)Nc1cccc(NC(=O)CSc2nc(CC(=O)NCc3ccccn3)cs2)c1 returned SSB-PriA inh -6.
Screening CC(NS(=O)(=O)c1cccc(Cl)c1)C(=O)Nc1ccc(Br)cc1F (stereo not given) returned SSB-PriA inh -11.
Screening Nc1nonc1-n1nnc(C(=O)NN=Cc2ccc(F)cc2)c1-c1ccc2c(c1)OCO2 returned SSB-PriA inh -2.
For COc1ccc(NC(=O)CCSc2nc3c(c(-c4ccccc4)c2C#N)C(=O)CC(C)(C)C3)cc1 the results were SSB-PriA inh -6.
Cc1ccc(N(C(=O)c2cc3ccccc3o2)C(=O)N2CCCCC2)cc1 was read as SSB-PriA inh -4.
CC(=O)Nc1cccc(NC(=O)C(=O)NCCN2CCN(c3ccccc3F)CC2)c1 was read as SSB-PriA inh -16.
Screening Cc1cc(Cl)ccc1OC[C@@H](O)CN1CCN(c2ccc(F)cc2)CC1 returned SSB-PriA inh 19.
Cn1c(=NC(=O)c2ccc(C#N)cc2)sc2cc(Br)ccc21 was read as SSB-PriA inh -1.
For O=S(=O)(NCCn1ccc(-c2ccsc2)n1)c1ccc(OC(F)(F)F)cc1 the results were SSB-PriA inh -10.
Screening CC(=O)C(=NNc1ccc(C)cc1)N1CCOCC1 returned SSB-PriA inh 6.
N#Cc1c(N=C/C=C/c2ccccc2)sc2c1CCCC2 was read as SSB-PriA inh 5.
Screening Cc1cccc(OCC(=O)N(CCn2cccn2)c2nc3c(F)cccc3s2)c1 returned SSB-PriA inh -8.
For CCOc1ccc2ccccc2c1C(=O)Nc1nnc2n1CCS2 the results were SSB-PriA inh 4.
Cc1cc(C(=O)NCc2cccnc2-c2cccs2)n(C)n1 was read as SSB-PriA inh -12.
`CNC(=O)Cc1ccc(-n2c(=O)c3ccccc3n(CC(=O)Nc3ccc(C)cc3Cl)c2=O)cc1` gave SSB-PriA inh -12&-4.
COc1ccc(C(C)=NNC(=S)NCCc2ccccc2)c(O)c1 was read as SSB-PriA inh 16.
O=C(Nc1cc2c(cc1[N+](=O)[O-])OCO2)c1cc2ccccc2oc1=O was read as SSB-PriA inh 1.
`Cc1ccc(NC(=O)Cn2c(=O)n(Cc3ccc(F)cc3)c(=O)c3nccnc32)cc1` gave SSB-PriA inh -1.
`COc1ccccc1C1(CNC(=O)c2cccs2)CCOCC1` gave SSB-PriA inh 3.
Screening Cc1cc(C(=O)N(CCN(C)C)c2nc3c(C)ccc(Cl)c3s2)no1 returned SSB-PriA inh -11.
Screening Cc1cc(NC(=O)Cc2ccc(S(C)(=O)=O)cc2)on1 returned SSB-PriA inh -1.
For O=C(CN1C(=O)c2ccccc2O[C@@H](c2ccccc2)C1=O)c1ccc(F)cc1 the results were SSB-PriA inh -15.
Screening COc1ccccc1N1CCN(C(CNC(=O)c2ccc(F)cc2)c2cccnc2)CC1 (stereo not given) returned SSB-PriA inh 4.
For O=C(NCCSC1CCOCC1)c1ccc(-c2cccs2)cc1 the results were SSB-PriA inh 9.
`CC(C)c1ccc(-n2nnc(C(=O)N3CCCCC3)c2-n2cccc2)cc1` gave SSB-PriA inh -5.
COc1ccccc1NC(=O)COc1cc(C(C)(C)C)nn1-c1nc(C)cc(C)n1 was read as SSB-PriA inh -17&-6.
Screening Cc1c(Cl)cccc1NC(=O)C(=O)NCCN1CCC(c2cccs2)CC1 returned SSB-PriA inh -9.
`O=C1C(=O)N(CCCO)C(c2ccccc2)C1=C(O)c1ccc(Br)cc1` (stereo not given) gave SSB-PriA inh -5.
`COC(=O)c1ccc(NC(=O)CSc2cc(-n3nc(C)cc3C)ncn2)cc1` gave SSB-PriA inh -10.
Screening Cc1cc(Br)ccc1OCC(=O)N1CCc2ccccc21 returned SSB-PriA inh -10&1.
For COc1ccccc1NS(=O)(=O)c1cccc(C)c1 the results were SSB-PriA inh -17.
For NC(=NOC(=O)c1ccccc1[N+](=O)[O-])c1ccccn1 the results were SSB-PriA inh -5.
Screening O=S(=O)(CCCOc1ccccc1)NCc1cncc(-c2cccs2)c1 returned SSB-PriA inh 4.
CS(=O)(=O)N1CCC(C(=O)NCCn2nc(-c3ccsc3)cc2C2CC2)CC1 was read as SSB-PriA inh -6.
`COCCCNC(=O)C(=O)Nc1ccc([N+](=O)[O-])cc1` gave SSB-PriA inh -7.
CC(C)CNC(=O)Cc1csc(SCC(=O)c2ccc3c(c2)OCO3)n1 was read as SSB-PriA inh -11.
`Nc1[nH]c(=S)[nH]c(=O)c1NC(=O)c1ccco1` gave SSB-PriA inh -8.
Screening O=S(=O)(c1ccc(-c2ccc(Cl)cc2)cc1)N1CCN(c2ccccc2)CC1 returned SSB-PriA inh -11.
For CC(C)S(=O)(=O)Nc1ccc2c(c1)N(C(=O)c1ccco1)CC2 the results were SSB-PriA inh 6.
Screening COc1ccc(Cl)cc1C(=O)NCCn1ccc(C(F)(F)F)n1 returned SSB-PriA inh -16.
Screening COCCn1c(=NC(C)=O)sc2cc(NC(C)=O)ccc21 returned SSB-PriA inh -7.
For CCOC(=O)c1sc2ccccc2c1S(=O)(=O)N1CCN(c2cccc(C)c2C)CC1 the results were SSB-PriA inh -13.
Screening O=C(C1CC=CCC1)N1CCC(N2CCC(Oc3nccs3)CC2)CC1 (stereo not given) returned SSB-PriA inh 0.
`Cc1ccc(-n2c(O)c(C=C3C(c4ccccc4)=Nc4ccccc43)c(=O)[nH]c2=O)cc1` gave SSB-PriA inh 7.
Screening COCCn1c(C)cc(C(=O)CSc2ncnc3scc(-c4ccccc4)c23)c1C returned SSB-PriA inh -11&-10.
For Cn1c(=O)n(C)c2cc(C=NNC(=S)NCc3ccccc3)ccc21 the results were SSB-PriA inh 8.
For CCCCCOC(=O)Nc1[nH]c(C)c(C(=O)OCC)c1C the results were SSB-PriA inh -4&2.
`CC(=O)Nc1ccc(C(C)=NNC(=O)CN(c2ccccc2Br)S(C)(=O)=O)cc1` gave SSB-PriA inh -9.
COc1ccc(C)c2sc(N(Cc3ccco3)C(=O)Cc3ccc4c(c3)OCO4)nc12 was read as SSB-PriA inh -15.
`O=C(NCC1CCCO1)C(=O)Nc1cccc(N2CCCC2=O)c1` (stereo not given) gave SSB-PriA inh 0.
O=C(Nc1ccc(N2CCOCC2)cc1)c1ccc([N+](=O)[O-])cc1Cl was read as SSB-PriA inh 4.
For CC12CCC(C(=O)Nc3ccc(C(F)(F)F)cc3)(CC1=O)C2(C)C (stereo not given) the results were SSB-PriA inh -8&-6.
`Cc1nc(C(=O)NCC#CCOc2cccc(C(F)(F)F)c2)cs1` gave SSB-PriA inh -16.
`NC(=O)C1Cc2ccccc2N1C(=O)Cc1ccc(F)cc1` (stereo not given) gave SSB-PriA inh 7.
`Cc1ccc2c(c1)N(C(=O)CN1CCN(Cc3ccccc3F)S1(=O)=O)CCO2` gave SSB-PriA inh -5.
`CNC(=O)Cn1c(=O)n(Cc2ccc(Cl)cc2)c(=O)c2ncccc21` gave SSB-PriA inh 26.
O=C(O)CCn1cnc2c(cnn2-c2ccc(F)cc2)c1=O was read as SSB-PriA inh -5.
Screening O=C(Cc1ccccc1)Nc1nnc(SCc2ccccc2Cl)s1 returned SSB-PriA inh 0.
COc1ccc(C(=O)Nc2ccccc2C(=O)NN=Cc2ccco2)cc1 was read as SSB-PriA inh -5.
`CN1CCN(C(CNC(=O)NC(C)(C)C)c2ccc3c(c2)CCN3C)CC1` (stereo not given) gave SSB-PriA inh -4.
Screening Cc1cccc(NC(=S)NN=Cc2cccc([N+](=O)[O-])c2)c1 returned SSB-PriA inh 1.
For Cc1n[nH]c(=O)nc1N/N=C\c1ccc(N(C)C)cc1 the results were SSB-PriA inh -4.
`O=C(N1CCC(Oc2cccnn2)CC1)C1(c2ccc(Cl)cc2)CCCC1` gave SSB-PriA inh 4.
`Cc1ccc(S(=O)(=O)NN=Cc2cccn2-c2ccc(Cl)cc2)cc1` gave SSB-PriA inh 24.
For CC(CCc1ccccc1)NC(=O)CCC1=NS(=O)(=O)c2ccc(C(F)(F)F)cc2N1 (stereo not given) the results were SSB-PriA inh 2.
O=C(Nc1nc(-c2cc([N+](=O)[O-])cs2)cs1)c1ccno1 was read as SSB-PriA inh 11.
Screening O=C(Nc1nc2c(s1)CN(C(=O)CCn1cnc3ccccc3c1=O)CC2)c1ccoc1 returned SSB-PriA inh 5.
Nc1nc(Cl)nc(NCc2ccco2)c1[N+](=O)[O-] was read as SSB-PriA inh 2.
For N#Cc1cnc2ccc(Cl)cc2c1N1CCC(Cc2ccccc2)CC1 the results were SSB-PriA inh -19&9.
COc1ccc(Cl)c2sc(NCc3cccnc3)nc12 was read as SSB-PriA inh 27.
CC(C)NC(=O)CCCCn1c(=O)c2ccccc2n(CC(=O)NCCCc2ccccc2)c1=O was read as SSB-PriA inh -7.
For O=C(NCC1CCN(S(=O)(=O)c2cccnc2)CC1)c1ccc2ncsc2c1 the results were SSB-PriA inh -2.
CCC(C(=O)Nc1cc(-c2cn3nc(OC)ccc3n2)ccc1Cl)c1ccccc1 (stereo not given) was read as SSB-PriA inh -11.
For O=C(Nc1cnn(C[C@H]2COc3ccccc3O2)c1)c1cc(-c2ccco2)[nH]n1 the results were SSB-PriA inh 22.
N#CCSc1nc2ccc(N3CCOCC3)cc2c(=O)n1Cc1ccccc1 was read as SSB-PriA inh -9.
For COc1ccc(CNC(=O)Nc2ccc3c(c2)CCC(=O)N3)cc1OC the results were SSB-PriA inh -11.

Grouped by structure, the entries above with a cyano group.
For COc1ccc(NC(=O)CCSc2nc3c(c(-c4ccccc4)c2C#N)C(=O)CC(C)(C)C3)cc1 the results were SSB-PriA inh -6.
Cn1c(=NC(=O)c2ccc(C#N)cc2)sc2cc(Br)ccc21 was read as SSB-PriA inh -1.
N#Cc1c(N=C/C=C/c2ccccc2)sc2c1CCCC2 was read as SSB-PriA inh 5.
For N#Cc1cnc2ccc(Cl)cc2c1N1CCC(Cc2ccccc2)CC1 the results were SSB-PriA inh -19&9.
N#CCSc1nc2ccc(N3CCOCC3)cc2c(=O)n1Cc1ccccc1 was read as SSB-PriA inh -9.

Back to the main list, starting 6 compounds before the break.
CC(C)NC(=O)CCCCn1c(=O)c2ccccc2n(CC(=O)NCCCc2ccccc2)c1=O was read as SSB-PriA inh -7.
For O=C(NCC1CCN(S(=O)(=O)c2cccnc2)CC1)c1ccc2ncsc2c1 the results were SSB-PriA inh -2.
CCC(C(=O)Nc1cc(-c2cn3nc(OC)ccc3n2)ccc1Cl)c1ccccc1 (stereo not given) was read as SSB-PriA inh -11.
For O=C(Nc1cnn(C[C@H]2COc3ccccc3O2)c1)c1cc(-c2ccco2)[nH]n1 the results were SSB-PriA inh 22.
N#CCSc1nc2ccc(N3CCOCC3)cc2c(=O)n1Cc1ccccc1 was read as SSB-PriA inh -9.
For COc1ccc(CNC(=O)Nc2ccc3c(c2)CCC(=O)N3)cc1OC the results were SSB-PriA inh -11.
Screening Cc1nc(-n2nc(-c3ccco3)cc2NC(=O)c2c(F)cccc2F)[nH]c(=O)c1C returned SSB-PriA inh -7&-6.
For CC(=O)Cn1c(C(C)(C)C)cn2c3c(=O)n(C)c(=O)n(C)c3nc12 the results were SSB-PriA inh 14.
For COc1ccc(Cl)c2sc(NC(=O)c3ccnn3C)nc12 the results were SSB-PriA inh -14.
Screening Cc1nc2ccccc2n1CC1CCN(C(=O)Cc2ccc(SC(C)C)cc2)CC1 returned SSB-PriA inh -15.
O=C(NCc1c(F)cccc1F)C(=O)Nc1ccon1 was read as SSB-PriA inh -7.
Screening O=C(Nc1ccc2c(c1)C(=O)N1CCCCC1CCO2)c1ccc2ncsc2c1 (stereo not given) returned SSB-PriA inh -11.
`CC(=O)Nc1ccc2c(c1)CCN2C(=O)C1CCCO1` (stereo not given) gave SSB-PriA inh 14.
`CC(=O)NCCNC(=O)CCC1=NS(=O)(=O)c2ccccc2N1` gave SSB-PriA inh -12.
Screening CC(=O)Nc1ncc(S(=O)(=O)c2ccc([N+](=O)[O-])cc2)s1 returned SSB-PriA inh 11.
Screening Cc1ccc(-n2nnc(C(=O)NCCc3ccccc3)c2C2CC2)cc1 returned SSB-PriA inh -11.
CCOC(=O)c1ccccc1NC(=O)CSc1ncc(S(=O)(=O)c2cccs2)c(N)n1 was read as SSB-PriA inh -1&16.
O=C(CSc1nc(-c2ccccc2)cc(=O)[nH]1)Nc1nc2ccccc2s1 was read as SSB-PriA inh -9.
For Nc1ccc(C(=O)NN=Cc2cn(Cc3ccccc3F)c3ccccc23)cc1 the results were SSB-PriA inh 14.
Screening O=C(Cc1cccc2ccccc12)NCCc1ncc(-c2cccs2)[nH]1 returned SSB-PriA inh -24.
For Cn1nc2c(cc1=O)CC(C(=O)N1CCC(C(N)=O)(N3CCCCC3)CC1)CC2 (stereo not given) the results were SSB-PriA inh -2.
`Cc1ccc(-c2ccc(/C=C(\C#N)c3nc4ccccc4s3)o2)c([N+](=O)[O-])c1` gave SSB-PriA inh 2.
`O=C(CSc1nnc(-c2ccccc2)c(-c2ccccc2)n1)Nc1nccs1` gave SSB-PriA inh 2.
`O=C(O)c1cc2ncccc2o1` gave SSB-PriA inh -14.
`COc1ccc(-c2csc(NC(=O)CCSc3ccc(Cl)cc3)n2)c(OC)c1` gave SSB-PriA inh 14.
Screening O=C(c1ccc2[nH]ccc2c1)N1CCC(S(=O)(=O)c2ccc(F)cc2)CC1 returned SSB-PriA inh -2.
O=C(Cn1cnc2c(sc3ncccc32)c1=O)Nc1ccc(Br)cc1 was read as SSB-PriA inh -4.
O=S(=O)(NCC#CCN1CCCC1)c1ccccc1F was read as SSB-PriA inh -4.
